Bioassay records from PubChem.
MOR-DOR inv ag = inverse agonists of MOR-DOR heterodimerization, primary screen, cell-based, luminescence; Mu-type opioid receptor (Homo sapiens) + Delta-type opioid receptor (Homo sapiens), …; cell-based MOR-DOR heterodimer luminescence, inverse agonism; inhibition, % at 9.3 µM; actives 0.21% (n = 340,000); AID 504357, 2011; in the data active = inhibition above about 22%, passing the limit was not always enough;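 also: 0% = cells with DMSO and 100% = wells without cells with DMSO; values of inactives mirror those of a sister screen read the other way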
LANA DNA inh = inhibitors of KSHV C-LANA binding to DNA, primary screen, biochemical, fluorescence polarization, FAM-LBS DNA, MBP-C-LANA, single point | inhibition, % at 9 µM | actives 0.078% (n = 340,000) | AID 504423, 2011;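 active = highest replicate inhibition at or above 60% at 9 µM, even if other replicates fall short; inactive = all replicates below 60% inhibition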;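 also: 0% = neutral control wells and 100% = 4 µM acridine orange control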
Keap1 Nrf2 FP = Keap1-Nrf2 protein-protein interaction inhibitors, primary screen, biochemical, fluorescence polarization, single point; Kelch-like ECH-associated protein 1 (Homo sapiens), Q14145; Keap1 Kelch-Nrf2 peptide fluorescence polarization, 1536-well; inhibition, % at 9.4 µM; actives 0.15% (n = 340,000); AID 504523, 2011; in the data active = inhibition above about 12%;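 also: human Keap1 Kelch domain with fluorescein labeled Nrf2 9mer peptide probe; 0% = neutral control wells and 100% = peptide positive control; higher means more block of Keap1 binding to Nrf2 peptide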
Target sequence (Q14145 whole entry, looked up, the tested form may be a part): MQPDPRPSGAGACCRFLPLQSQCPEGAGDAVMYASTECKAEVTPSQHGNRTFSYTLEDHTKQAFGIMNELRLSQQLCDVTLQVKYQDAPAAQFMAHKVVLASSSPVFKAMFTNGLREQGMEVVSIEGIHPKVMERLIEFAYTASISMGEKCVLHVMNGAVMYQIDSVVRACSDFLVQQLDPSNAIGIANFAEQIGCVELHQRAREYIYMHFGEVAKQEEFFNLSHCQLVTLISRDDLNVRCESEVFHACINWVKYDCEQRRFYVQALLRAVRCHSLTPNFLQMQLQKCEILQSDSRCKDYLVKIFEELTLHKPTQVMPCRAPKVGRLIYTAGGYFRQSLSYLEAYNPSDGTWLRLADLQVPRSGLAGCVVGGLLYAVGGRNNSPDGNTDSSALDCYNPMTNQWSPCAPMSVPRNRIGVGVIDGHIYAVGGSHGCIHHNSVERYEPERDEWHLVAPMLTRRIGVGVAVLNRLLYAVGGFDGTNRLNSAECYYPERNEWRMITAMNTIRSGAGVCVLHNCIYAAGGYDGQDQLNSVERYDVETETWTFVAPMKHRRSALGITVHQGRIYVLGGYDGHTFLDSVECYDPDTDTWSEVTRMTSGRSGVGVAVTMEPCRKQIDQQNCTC
Arr AP2 block = inhibitors of beta-arrestin/AP2 binding, primary screen, biochemical, GPCR trafficking, flow cytometry; beta-arrestin 1 C-terminal peptide binding to AP2 beta2-adaptin appendage (human); FITC-arrestin peptide / GST-AP2 beads; AP2 beta2 appendage carries R879A mutation; inhibition, % at 10 µM; actives 0.31% (n = 340,000);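 active = inhibition above a set limit, near 3 SD of compounds lacking own fluorescence, cut at about 54% in these data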;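 also: plate controls were DMSO wells for no effect and 5 µM unlabelled arrestin peptide for full effect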
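test system = AP2 appendage R879A on GSH beads | buffer or medium = PBS plus Tween 20 (0.05%) and BSA (0.1%) | incubation = 12 min plus 1 h, RT | detection = bead flow cytometry, FITC channel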
V-ATPase pHluor = regulators of yeast V-ATPase proton pumping, primary screen, pHLuorin cytosolic pH fluorescence; S. cerevisiae; actives 0.37% (n = 350,000); response, % at 10 µM; in the data active = response mostly above about 7.3%, no sharp cut-off; inactive = mostly below about 5.4%; also: actives read high; inactives centre near 0; some compounds called inactive have numbers as strong as hits; reference of the scale not given here
Pemphigus Ab inh = inhibitors of pemphigus antibody binding to DSG3, primary screen, biochemical, bead-based, flow cytometry, scFv-GFP; Desmoglein-3 (Homo sapiens), P32926; DSG3-coupled beads, scFv-anti-DSG3-GFP binding; hits give low values; binding (percent of control), % at 10 µM; actives 0.48% (n = 310,000);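 active = binding more than 3 SD below its plate's average and above zero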;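 also: hits lower antibody fragment binding to DSG3; some compounds called inactive have numbers as strong as hits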
RTF Ca sens inh = cardiac RTF calcium sensitivity inhibitors, primary screen, biochemical, IANBD-TnC fluorescence, EC70 calcium; IANBD-labeled cardiac RTF, Ca2+ fluorescence; inhibition, % at 7.15 µM; AID 493244, 2011; actives 0.12% (n = 340,000); Troponin I, cardiac muscle (Homo sapiens) + Troponin T, cardiac muscle (Homo sapiens) + …;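 active = inhibition above the mean inhibition of all tested compounds plus 3 SD, cut at about 17% in these data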;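 also: assay run at fixed EC70 calcium of 1.6 mM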
RTF Ca sens act = cardiac RTF calcium sensitivity activators, primary screen, biochemical, IANBD-TnC fluorescence, EC20 calcium; IANBD-labeled TnC RTF fluorescence at EC20 calcium; 0% EC20 calcium, 100% full calcium; activation, % at 7.2 µM; actives 0.24% (n = 340,000);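 active = activation above the mean over all tested compounds plus 3 SD, cut at about 30% in these data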;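 also: rise in fluorescence read as greater calcium sensitivity of cardiac thin filaments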
Wnt act = Wnt/beta-catenin pathway activators, primary screen, cell-based, plate reader, single point; actives 1.2% (n = 300,000); activation, % at 9.35 µM; AID 743398, 2014; Wnt/beta-catenin reporter cell assay, activator; in the data active = activation above about 30%, passing the limit was not always enough;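 also: 0% = neutral control wells and 100% = positive control wells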
MOR-DOR ag = agonists of OPRM1-OPRD1 heterodimerization, primary screen, cell-based, luminescence | Mu-type opioid receptor (Homo sapiens) + Delta-type opioid receptor (Homo sapiens), … | cells | activation, % at 9.3 µM | actives 0.3% (n = 340,000) | AID 504326, 2011; in the data active = activation above about 18%;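 also: 0% = vehicle-treated cells and 100% = reference agonist; values of inactives mirror those of a sister screen read the other way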
Starred values were filed as active, the others as inactive; . = no result given; & = joins results of further samples.

SMILES	MOR-DOR inv ag	LANA DNA inh	Keap1 Nrf2 FP	Arr AP2 block	V-ATPase pHluor	Pemphigus Ab inh	RTF Ca sens inh	RTF Ca sens act	Wnt act	MOR-DOR ag
Cc1ccc(S(=O)(=O)N2CCC(=O)N(CCOCc3ccc(F)cc3)CC2)cc1	9	2.0	-5	8	3	102	-9	-3	-3	-1.6
C[C@@H](CSc1ccc(Br)cc1)CN1CC[C@H](O)CCC1=O	19	3.9	-4	-1	5	104	-4	5	7	-3.2
O=C(Nc1cccc(S(=O)(=O)N2CCCCCC2)c1)c1ccc(Cl)nc1	-12	2.2	-3	0	-2	96	-5	-3	-4	2.4
CC(C)COc1cccc(C(=O)NC(=S)NCc2cccnc2)c1	-1	-0.5	-5	3	2	103	-1	4	.	0.2
COc1ccc(C=O)cc1COc1ccc(C)cc1[N+](=O)[O-]	9	0.1	-2	-5	-3	103	4	0	.	-1.5
O=C(/C=C/c1ccc(O)cc1)c1ccc(NC2=C(N3CCCCC3)C(=O)c3ccccc3C2=O)cc1	-74	1.0	-2	6	-3	121	-4	-18	6	13
CCOc1ccccc1/C=C(\NC(=O)c1ccccc1)C(=O)NCCC(=O)O	1	-0.4	-2	1	0	91	0	-4	0	-0.1
CC(=O)N1C(c2ccccc2O)C[C@]2(C)CC(=O)NC12 (some centres undefined)	.	-0.7	-5	-2	1	118	.	.	-2	.
Fc1cccc(Cc2noc(CN3CCOCC3)n2)c1	17	-0.3	-5	8	1	94	1	-8	2	-3.3
O=C(c1cccc(Cl)c1)N1CCN(c2ccc(N3CCOCC3)nn2)CC1	13	0.4	-4	-15	4	112	-9	0	-1	-2.4
O=C(COC(=O)C1CCN(S(=O)(=O)c2cccs2)CC1)c1ccccc1	-1	0.6	5	6	-1	103	10	-4	2	0.2
O=C(O)Cn1nc(-c2ccccc2)ccc1=O	4	0.6	1	28	5	97	-1	3	1	-0.8
Cc1cccc(C(=O)O/N=C(/c2ccccc2)c2ccncc2)c1	-18	-2.6	-2	42	2	109	-4	13	-2	3.6
COc1ccccc1CNC(=O)C(=O)c1cn(CC(=O)N2CCOCC2)c2ccccc12	16	-1.5	-1	-2	-1	111	0	0	1	-3.1
Cc1cccc(-c2n[nH]c(=S)n2/N=C/C=C/c2ccco2)c1	4	2.7	-4	-4	0	106	0	-11	4	-0.9
Cc1ccc(-c2[nH]ncc2/C=N/n2c(COc3ccccc3)nc3ccccc3c2=O)cc1	-40	0.0	4	-6	14	77	-8	-1	.	8.2
Cc1cc(OCC(O)CN2CCN(C)CC2)ccc1C(C)C (centres undefined)	18&16	0.6&0.5	-3&-5	-7&-8	2&0	120&103	-8&2	2&1	-3&-13	-3.6&-2.7
O=c1oc2ccccc2nc1/C=C(O)/C=C/c1ccc(F)cc1	-8	-4.7	-5	8	1	110	-11	6	.	1.5
CN(C)S(=O)(=O)c1ccc(NC(=S)NC(=O)C2CCC2)cc1	19	-1.6	-4	3	-5	85	-7	-1	1	-3.4
COCCN(Cc1cn(C)nc1-c1ccc(Oc2ccccc2)cc1)C(C)C	0	-1.5	-1	2	-2	115	-2	5	-1	0.0

An excerpt from above in order of number of heavy atoms, low to high:
SMILES	MOR-DOR inv ag	LANA DNA inh	Keap1 Nrf2 FP	Arr AP2 block	V-ATPase pHluor	Pemphigus Ab inh	RTF Ca sens inh	RTF Ca sens act	Wnt act	MOR-DOR ag
Fc1cccc(Cc2noc(CN3CCOCC3)n2)c1	17	-0.3	-5	8	1	94	1	-8	2	-3.3
O=C(COC(=O)C1CCN(S(=O)(=O)c2cccs2)CC1)c1ccccc1	-1	0.6	5	6	-1	103	10	-4	2	0.2
CCOc1ccccc1/C=C(\NC(=O)c1ccccc1)C(=O)NCCC(=O)O	1	-0.4	-2	1	0	91	0	-4	0	-0.1

Following part.
SMILES	MOR-DOR inv ag	LANA DNA inh	Keap1 Nrf2 FP	Arr AP2 block	V-ATPase pHluor	Pemphigus Ab inh	RTF Ca sens inh	RTF Ca sens act	Wnt act	MOR-DOR ag
CC(C)(C)n1nc2c(c1NC(=O)COc1ccc3ccccc3c1)CS(=O)(=O)C2	6	0.5	0	28	-4	104	2	-1	.	-1.1
Cc1cccn2c(CNCCSc3nccn3C)c(C(=O)N3CCCCC3)nc12	1	0.2	-8	-1	2	103	-15	2	-1	-0.3
CCN(C(=O)c1cc2c(=O)n3cccc(C)c3nc2s1)C1CCCCC1	1	0.3	0	-11	-3	107	0	-5	-2	-0.1
O=C(Cn1nc(C(F)(F)F)c2c1CCCC2)NCCN1CCOCC1	12	0.6	-1	1	-4	103	2	0	.	-2.2
N#C/C(=C\c1ccc(F)cc1)C(=O)NC1CCS(=O)(=O)C1 (centres undefined)	9	-0.9	-8	-1	-1	98	0	5	-2	-1.7
COC(=O)C1C(=O)NC(SC)=C(C#N)C1c1ccccc1F (centres undefined)	5	-0.2	1	-8	-6	97	-4	8	.	-0.9
Cc1ccc(OCCC(=O)OCC(=O)N2CCN(S(=O)(=O)c3ccc(Cl)cc3)CC2)cc1	-8	1.1	-1	0	2	92	-6	-8	-3	1.5
O=C(Nc1cc(Cl)cc(Cl)c1)C(NCC1CCCO1)c1ccccc1 (centres undefined)	-26	-0.8	4	19	12	88	-13	0	-2	4.1
O=C(CCCSc1nc2ccccc2[nH]1)NCc1ccccc1Cl	-2	1.6	5	-8	0	104	-5	0	-6	0.3
CC12CC3CC(C)(C1)CC(C(=O)NC(=S)N1CCCCC1)(C3)C2	-22	0.1	-5	-5	1	101	-6	7	4	3.6
CCN1CCN(C(=O)CN(CC)S(=O)(=O)c2ccc(Cl)cc2)CC1	7	-0.2	-7	1	3	99	1	8	.	-1.3
COc1ccc(OC)c(C2C(C(=O)Nc3cccnc3)=C(C)NC3=C2C(=O)CCC3)c1 (centres undefined)	8	0.5	2	5	5	105	0	0	.	-1.5
Cc1nn(C)c(Cl)c1CN1CCN(CC(C)C)C(CCO)C1 (centres undefined)	-4	0.6	-2	12	2	109	-13	7	4	0.6
CN(c1ccccc1)S(=O)(=O)c1ccc(Cl)c(C(=O)Nc2ccccc2N2CCOCC2)c1	17	0.1	4	-4	4	105	1	-7	-1	-3.5
CCN(C(=O)C1CCCN1S(=O)(=O)c1ccc2c(c1)n(C)c(=O)c(=O)n2C)c1ccccc1 (centres undefined)	13	0.9	-1	-7	-2	114	-4	5	3	-2.6
COc1cccc(CNC(=O)Cn2cc3c(n2)CCCCC3)c1	17	4.1	-3	19	3	103	-6	-3	-1	-3.4
COc1ccccc1-c1nc(SCC(=O)Nc2ccccc2)n[nH]1	8	-0.9	-1	33	-2	104	-9	-6	3	-1.5
CCCCC(SCC(=O)Nc1ccccc1)C(=O)O (centres undefined)	5	-1.0	-3	17	1	104	-5	-7	.	-1.1
COC(=O)/C=C1\SC(=Nc2ccc(OC)cc2)NC1=O	10	-0.7	-5	-12	1	100	-13	3	7	-1.9
CCC1CCCCN1CCCNC(=O)c1ccc2c(c1)c(C)c(C)n2C (centres undefined)	12	-2.1	3	-21	3	123	-2	-1	18	-2.2
CCc1nc(CNC(=O)c2cc(OC)c(OC)c(OC)c2)no1	4	-0.9	-1	3	3	103	1	-4	0	-1.0
CCc1ccc(N(CC(=O)NC(C)C)C(=O)CCC(=O)Nc2ccccn2)cc1	13	-5.1	0	53	-4	121	-3	-1	0	-2.6
CCOC(=O)C(C)Sc1nc2c(cnn2-c2ccc(C)cc2)c(=O)[nH]1 (centres undefined)	19	0.7	0	4	-1	100	-1	-2	.	-3.4
CCOc1ccc(OCC)c(-c2c(=O)n(OCc3ccc(Cl)cc3)c3ccccc3[n+]2[O-])c1	1	1.3	-2	7	-1	108	-2	-1	-10	-0.1
CCc1nnc2c(NCCc3ccccc3)nc3ccccc3n12	0	-0.2	-1	-5	2	99	-5	-3	6	-0.1
CC(=O)Nc1ccc(NC(=O)/C=C/c2ccc3c(c2)OCO3)cc1	1	-0.9	-1	11	-2	95	0	0	7	-0.1
Cc1ccc(S(=O)(=O)N(C)Cc2cc3cc(C)ccc3[nH]c2=O)cc1	22	0.1	-4	3	5	98	-3	3	-1	-4.5
Cc1nc2c(cc1N)nc(C)n2Cc1ccccc1	-4	-0.1	-8	33	-1	102	-3	5	-1	0.9
O=C(CN1CCN(Cc2ccccc2Cl)CC1)N/N=C/c1ccccn1	18	0.3	-1	-8	-4	106	5	-3	-2	-3.6
O=C(Nc1ccc(S(=O)(=O)NCC2CCCO2)cc1)c1cnccn1 (centres undefined)	3	-1.2	-3	-1	0	102	1	2	13	-0.5
O=C(CCc1nc2ccccc2[nH]1)Nc1ccc2c(c1)OCCO2	2	2.7	-2	18	3	104	-3	0	-1	-0.4
CC(=O)N/C(=C\c1ccccc1)C(=O)OCC(=O)NC1CCS(=O)(=O)C1 (centres undefined)	8	-1.1	-1	-3	0	99	-7	7	-1	-2.1
C/C(CC(=O)Nc1ccc(Cl)cc1C(F)(F)F)=N\NC(N)=S	.	.	.	11	0	88	.	.	8	.
COC(=O)CCSc1cc(NCCOC(C)=O)c([N+](=O)[O-])c2nonc12	7	1.6	-3	9	1	101	-6	9	.	-1.3
CCN(Cc1ccccc1)C(=O)CN1C(=O)c2ccccc2C1=O	-4	-1.9	-3	6	-1	105	-4	1	20	0.9
COc1cc(C2C(C(C)=O)=C(O)C(=O)N2c2ccc(Br)cn2)ccc1O (centres undefined)	9	0.1	1	44	7	111	6	-5	.	-1.8
CC(=O)Nc1n[nH]c(-c2ccc(C)cc2)c1C	0	-0.8	-1	-11	0	101	-7	-1	-4	0.0
CCCCCSc1nc2c(c(=O)[nH]c(=O)n2C)n1CCc1ccccc1	-12	2.2	0	13	-1	99	2	-2	-2	2.0
COc1ccc(OCCN(C)CC(=O)Nc2c(C)cccc2C)cc1	12	0.0	-5	1	-1	97	-7	-6	0	-2.6
NC(=O)c1ccsc1NC(=O)CCc1ccccc1	6	-4.3	-8	6	3	98	-10	4	9	-1.3
Cc1cccc(C)c1NC(=O)CSc1nnc(-c2ccco2)n1N	11	1.1	-2	10	2	101	-4	-1	.	-2.4
CCOC(=O)C1=NNC(C(=O)OCC)C1C(=O)OCC (centres undefined)	9	-1.3	-2	-3	1	95	-1	-1	-2	-1.7

Hits appear at their usual frequency. Share with any hit: about 3.1%.
